# High-throughput results deposited in PubChem BioAssay by National Center for Advancing Translational Sciences (NCATS).
# DT40 TDP1 CPT: growth inhibition of DT40 Tdp1-/-;hTDP1 cells with camptothecin (screen for TDP1 inhibitors). 420,000 compounds, 12% hits. Potency, µM (titrated, usually from 46.2 µM), for the others: top-dose activity change, negative = growth inhibition, hits mostly inhibitors. AID 686979. chicken DT40 Tdp1-/-;hTDP1 cells + 20 nM CPT, ATP luminescence, 48 h; further: nearly all actives have a fitted effect of over 55% in size
#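 Chicken DT40 Tdp1-/- cells complemented with human TDP1, 400 cells/well, exposed to compounds plus 20 nM camptothecin for at least 48 h at 37 C; viability read as ATP content by CellTiter-Glo luminescence.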
# KAT2A inh: inhibitors of human GCN5L2 histone acetyltransferase; Q92830; GCN5L2 HAT assay, ThioGlo1 CoA-SH fluorescence; Potency, µM (top dose mostly 58.9 µM), for inactives: top-dose activity change, negative = inhibition, most hits filed as inhibitors; 390,000 compounds, 0.21% hits; AID 504327
# Target sequence (Q92830 whole entry, looked up): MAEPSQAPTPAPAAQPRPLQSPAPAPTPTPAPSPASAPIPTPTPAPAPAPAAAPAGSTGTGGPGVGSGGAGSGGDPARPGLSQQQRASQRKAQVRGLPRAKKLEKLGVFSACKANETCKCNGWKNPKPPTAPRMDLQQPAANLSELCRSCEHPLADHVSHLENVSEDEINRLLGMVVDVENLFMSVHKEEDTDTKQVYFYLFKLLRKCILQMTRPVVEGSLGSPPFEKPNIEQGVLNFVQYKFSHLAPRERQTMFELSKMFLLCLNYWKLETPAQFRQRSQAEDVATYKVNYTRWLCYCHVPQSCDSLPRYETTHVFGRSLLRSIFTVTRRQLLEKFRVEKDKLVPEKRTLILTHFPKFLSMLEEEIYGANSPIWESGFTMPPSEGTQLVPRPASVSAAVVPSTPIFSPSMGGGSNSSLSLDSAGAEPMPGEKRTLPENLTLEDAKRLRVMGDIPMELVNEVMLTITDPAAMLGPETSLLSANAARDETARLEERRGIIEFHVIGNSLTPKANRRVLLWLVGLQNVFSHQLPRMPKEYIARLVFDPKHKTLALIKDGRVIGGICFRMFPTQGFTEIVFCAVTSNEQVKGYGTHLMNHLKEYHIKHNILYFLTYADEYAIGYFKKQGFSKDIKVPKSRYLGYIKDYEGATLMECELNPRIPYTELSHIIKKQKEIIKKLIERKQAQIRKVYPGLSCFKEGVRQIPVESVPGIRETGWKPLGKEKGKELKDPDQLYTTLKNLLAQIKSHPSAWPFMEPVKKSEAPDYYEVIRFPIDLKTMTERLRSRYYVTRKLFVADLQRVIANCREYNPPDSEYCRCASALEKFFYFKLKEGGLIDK
#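 qHTS, 1536-well. 20nM enzyme, pH 7.5 HEPES/EDTA/Tween-20 buffer; 15 min compound preinc., RT. Start: 75uM H3(1-25), 70uM AcCoA, 50uM ThioGlo1. Read Ex340/Em540 at t=0 (autofluorescence flag) and t=20 min.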
# DT40 TDP1 no CPT: qHTS for Inhibitors of human tyrosyl-DNA phosphodiesterase 1 (TDP1): qHTS in cells in absence of CPT. 420,000 compounds, 15% hits. DT40 Tdp1-/- hTDP1 cells, no CPT, ATP luminescence, 48 h. Potency, µM (series often up to 46.2 µM), without a hit: top-dose activity change, negative = growth inhibition, hits mostly inhibitors; further: nearly all actives have a fitted effect of over 55% in size
#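 Cells were dispensed at 400 per well, compounds added by pin tool, plates incubated ≥48 hr at 37 °C, then CellTiter-Glo added for 30 min at room temperature before luminescence reading. Line: DT40 Tdp1-/- complemented with hTDP1; camptothecin omitted.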
# Starred values were filed as active, the others as inactive; u = inconclusive; x = no result given; & = joins results of further samples; [ ] = dose if it differs, or a comment. The call rests on the fitted dose curve; in most records, active means well fitted curve in the direction sought with a large enough effect; inconclusive means small, poorly fitted or top-dose-only effect, or another doubt; inactive means no such curve, though single readings can be large; an effect the other way counts as inactive or inconclusive. On the % scale 0 is the no-effect control and ±100 the full control effect; potency means the concentration at half of the fitted maximal effect.
# Second line of a record: DT40 TDP1 CPT	KAT2A inh	DT40 TDP1 no CPT
- CCOC(=O)CC(=O)CSc1nc2c(sc(=S)n2-c2ccccc2)c(=O)[nH]1
→ -20.3%	-11.0%	-12.2%
- O=C(NCc1cccs1)Nc1ccc2c(c1)OCO2
→ 2.3%	-7.2%	-7.2%
- COc1ccc(S(=O)(=O)N(C)CC(=O)NC2CC2)cc1OC
→ 5.2%	-22.2%	1.7%
- CCO[C@@H]1OC(C(=O)NC2CC2)=C[C@H](c2ccc(C(F)(F)F)cc2)[C@H]1CCCO
→ u	-2.3%	u
- O=C1N=C(N2CCCCC2)S/C1=C\c1ccncc1
→ 6.2%	-5.5%	-29.1%
- O=C(CN1C(=O)NC2(CCCC2)C1=O)OCc1c(F)cccc1Cl
→ -11.3%	-3.2%	-16.5%
- Cc1ccccc1-n1c(=O)c2ccccc2n(CC(=O)NCc2ccco2)c1=O
→ -102.4%	0.7%	-18.1%
- COc1ccc(OC)c(NC(=O)CN(C)S(=O)(=O)c2ccc(C(=O)N3CCOCC3)s2)c1
→ u	-1.9%	u
- CCOC(=O)c1cc2ccc(OC)c(OC)c2c(=O)s1
→ -4.0%	-1.7%	-14.1%
- CC(C)c1nc(N(C)S(C)(=O)=O)nc(-c2ccc(F)cc2)c1/C=C/C(O)CC(O)CC(=O)O (stereo unspecified)
→ -19.8%	0.6%	-50.6%
- O=C(O)c1ccc2nc(-c3ccco3)c(-c3ccco3)nc2c1
→ -9.9%	-17.3%	-23.9%
- CSc1ccc(C(=O)C2CCCN(S(=O)(=O)c3c(C)noc3C)C2)cc1 (stereo unspecified)
→ u	-14.6%	u
- COCCN1CCn2c(nc3cc(NS(C)(=O)=O)ccc32)C1
→ 0.0%	6.3%	2.4%
- N#CC(=Cc1ccnc2ccccc12)c1ccccc1
→ u	x	20.6µM*
- Cc1ccc(-n2c(SCC(=O)N3c4ccccc4Sc4ccccc43)nnc2-c2ccncc2)cc1
→ u	21.7%	u
- Cc1ccn2c(Nc3c(C)cccc3C)c(-c3ccsc3)nc2c1
→ 20.6µM*	-10.7%	23.1µM*
- O=C(CN1CCN(C(=O)CNC(=O)c2ccc(N3CCCC3=O)cc2)CC1)Nc1ccccc1Cl
→ -1.8%	3.4%	-6.5%
- Cc1cc(C)nc(SCc2ccc(C(=O)N/N=C/c3ccncc3)cc2)n1
→ -20.5%	-5.5%	-22.8%
- COc1ccccc1C(=O)NCC(c1cccs1)N1CCc2ccccc21 (stereo unspecified)
→ 20.6µM*	-18.8%	18.4µM*
- O=C(COc1ccc(Cl)cc1)NCc1nnc(SCC(=O)c2ccccc2)o1
→ -9.4%	-1.7%	-8.2%
- CCCCN1CC(c2nc3ccccc3n2CCCCOc2cc(C)cc(C)c2)CC1=O (stereo unspecified)
→ 11.6µM*	-4.3%	7.31µM*
- O=C(COc1ccc(Cl)cc1Br)Nc1ccccc1N1CCCC1
→ 20.6µM*	-7.5%	u
- O=C(Nc1ccon1)c1ccc(S(=O)(=O)N2CCOCC2)cc1
→ -1.7%	-3.9%	2.7%
- c1ccc(CNCCCNCCCCNCCCNCc2ccccc2)cc1
→ u	x	20.6µM*
- COc1ccccc1Cc1c(C2CCCCC2)nc2ccc(Cl)cn12
→ 23.1µM*	x	25.9µM*
- CCC1(CC)NC(=O)N(CC(=O)OCn2nnc3ccccc3c2=O)C1=O
→ -28.7%	-1.0%	-2.3%
- COc1ccccc1C(=O)Nc1nc2nc(C)cc(=O)n2[nH]1
→ -12.1%	2.0%	u
- C[C@@H]1CCC2C(C)(C)C3CC21CC[C@@]3(C)O (stereo partly specified)
→ -1.5%[9.04 µM]	x	-4.2%[9.04 µM]
- FC(F)(F)c1cccc(Nc2ncnc3ccccc23)c1
→ 11.6µM*	-4.0%	18.4µM*
- Cc1cc(NS(=O)(=O)c2ccc(NC(=O)COc3ccccc3Br)cc2)no1
→ -1.0%	-4.1%	-10.9%
- CCOC(=O)C1=C(C(=O)OCC)N(CC2CCCCC2)CCC1=O
→ -11.2%	x	-19.1%
- CC(=O)NC(CC(=O)NCCc1ccccc1)c1ccccc1 (stereo unspecified)
→ 2.8%	-1.0%	7.0%
- CCCCCCNCCn1cnc2c(N)ncnc21
→ 4.3%	-3.4%	5.5%
- CN(c1ccccc1)c1nc(N)c([N+](=O)[O-])c(NCCO)n1
→ -17.1%	4.0%	5.2%
- COc1cc(/C=C/C(=O)O)ccc1S(=O)(=O)N1CCCc2ccccc21
→ 27.7%	-8.8%	-9.8%
- COc1cccc(Cn2c(=O)c(-c3cccc(C#N)c3)nc3cnc(Nc4ccccc4)nc32)c1
→ 0.9%	-24.8%	0.0%
- COc1ccc(CNC(=O)Cn2nnc(-c3ccccc3F)n2)cc1
→ -5.7%	-8.8%	-18.4%
- CNc1nc(NCc2ccccc2)c2ccccc2n1
→ 13µM*	-2.2%	4.61µM*
- CC(OC(=O)c1ccc(S(=O)(=O)N2CCCCC2)cc1)C(=O)NC1CCCCC1C (stereo unspecified)
→ -17.4%	-5.3%	-4.5%
- CCOC(=O)C1CCN(C(=O)C2CCN(C3=NS(=O)(=O)C(c4ccc(C)c(C)c4)=C3C)CC2)CC1
→ 16.4µM*	-8.0%	u

# Shown field by field: part of the list above
CCCCCCNCCn1cnc2c(N)ncnc21
  DT40 TDP1 CPT: 4.3%
  KAT2A inh: -3.4%
  DT40 TDP1 no CPT: 5.5%

O=C(Nc1ccon1)c1ccc(S(=O)(=O)N2CCOCC2)cc1
  DT40 TDP1 CPT: -1.7%
  KAT2A inh: -3.9%
  DT40 TDP1 no CPT: 2.7%

C[C@@H]1CCC2C(C)(C)C3CC21CC[C@@]3(C)O (stereo partly specified)
  DT40 TDP1 CPT: -1.5%[9.04 µM]
  KAT2A inh: x
  DT40 TDP1 no CPT: -4.2%[9.04 µM]

CCC1(CC)NC(=O)N(CC(=O)OCn2nnc3ccccc3c2=O)C1=O
  DT40 TDP1 CPT: -28.7%
  KAT2A inh: -1.0%
  DT40 TDP1 no CPT: -2.3%

# (list continues)
# Second line of a record: DT40 TDP1 CPT	KAT2A inh	DT40 TDP1 no CPT
- CC1=C(C(N)=O)C(c2cccs2)n2ncnc2N1 (stereo unspecified)
→ -1.7%	-1.9%	8.7%
- COc1ccccc1NC(=O)Cn1c(=O)n(C)c(=O)c2sc3c(c21)COC(C)(C)C3
→ -12.0%	0.8%	-12.6%
- CCN(C[C@H]1N[C@@](C)(C(=O)OC)[C@H]2C(=O)N(C)C(=O)[C@@H]12)S(=O)(=O)c1ccc(C(F)(F)F)cc1
→ u	-1.2%	-12.7%
- O=C(c1ccc2ccccc2c1O)N1CCCCC1
→ u	x	u
- Cc1ccc(-c2ccc(C(=O)Nc3cccc(F)c3)o2)c2ccccc12
→ u	-8.3%	20.6µM*
- CCCCCC(=O)N1CCN(c2ccc(C(C)=O)cc2F)CC1
→ 14.6µM*	2.1%	20.6µM*
- COc1ccccc1CN1C(=O)CNC1=S
→ 10.2%	21.5%	10.7%
- CCOc1ccc2nc(NC(=O)CSc3nc4ccccc4c(=O)n3Cc3ccco3)sc2c1
→ u	-20.6%	u
- COc1cccc(N2CCN(C(=O)c3cccn3-c3nnc(N4CCCC4)s3)CC2)c1
→ u	1.7%	u
- O=C1NC(=O)c2cc3ccccc3cc21
→ 6.7%	-3.0%	-22.6%
- O=S(=O)(Nc1ccc(N=Nc2ccc(O)c3ccccc23)cc1)c1ccccc1
→ u	-4.5%	u
- COc1ccc(OC)c(NC(=O)c2sc3ncnc(N4CCN(c5ccccn5)CC4)c3c2C)c1
→ u	-4.9%	20.6µM*
- COc1ccc(C(=O)NC(=S)N2CCN(C)CC2)cc1Br
→ 0.5%	-2.0%	-29.4%
- O=C(O)CCn1c(CO)nc2ccccc21
→ u	-4.8%	-23.9%
- COCCn1c(=O)c(-c2ccc(Cl)cc2)nc2cncnc21
→ -1.3%	-7.7%	-22.8%
- CCOC(=O)c1c(C)[nH]c(C)c1S(=O)(=O)NCC(=O)N1CCN(c2ccccc2F)CC1
→ u	-21.3%	-27.8%
- O=C(NC(=S)Nc1ccc(S(=O)(=O)N2CCCCC2)cc1)c1ccc(Cl)cc1
→ 16.4µM*	-3.4%	10.3µM*
- O=C1C=C(CCc2ccccc2)CCC1
→ -7.9%	x	-12.4%
- COCC(C)n1c(C)cc(C(=O)CN2C(=O)NC(Cc3c[nH]c4ccccc34)C2=O)c1C (stereo unspecified)
→ u	-8.3%	u
- COc1ccc(OCCN2C(=O)c3cccc(N)c3C2=O)cc1
→ 0.0%	-5.2%	-14.9%
- COc1ccc(/C=C(/NC(=O)c2ccc(C)cc2)C(=O)N2CCCC2)cc1OC
→ 4.6%	-2.5%	-3.2%
- NC(=O)c1nc(C(=O)N2CCCCC2)c2ccccc2n1
→ u	0.4%	-3.1%
- CC(C)c1ccc(NC(=O)CCCC(=O)NCCc2ccccc2)cc1
→ 0.8%	-1.4%	u
- O=C(c1cccc(Oc2c(Cl)cccc2[N+](=O)[O-])c1)N1CCCCC1
→ 3.8%	-9.4%	u
- OC[C@@H]1CN(C2CCCC2)C[C@H](n2cnc3c(NC4CC4)ncnc32)O1
→ -16.7%	x	-3.2%
- CCN(CC)CCCn1c2c(c(SCC(=O)Nc3cccc4ccccc34)nc1=O)CCC2
→ -13.0%	-0.9%	-25.9%
- Cc1onc(-c2ccccc2)c1-c1ccc(S(N)(=O)=O)cc1
→ -3.6%&-14.0%	1.3%&0.1%	u
- O=S(=O)(Cc1nnnn1-c1ccccc1)c1ccccc1
→ 1.8%	1.1%	30.9%[activator]
- Cc1ccc(NC(=O)Cn2c(=O)n(CCC(=O)NCc3ccc4c(c3)OCO4)c(=O)c3sccc32)c(C)c1
→ 26.3%	-0.2%	5.1%
- Cc1cccc(CSC2=NCCN2S(=O)(=O)c2ccc(F)cc2)c1
→ 16.4µM*	-1.7%	u
- NS(=O)(=O)c1ccc(CNc2nc(-c3cccnc3)nc3ccccc23)cc1
→ u	0.6%	14.6µM*
- CCN(CC)c1nc(OCCNC(=O)Nc2ccccc2)nc(N(CC)CC)n1
→ u	-13.8%	u
- COc1cc(/C=N/c2oc(-c3ccccc3)cc2C#N)ccc1O
→ -7.8%	5.5%	-7.1%
- Cc1cccc(C)c1NC(=O)Nc1nnc([C@H]2C[C@H](O)[C@@H](CO)O2)s1
→ 1.6%	x	-13.0%
- CCOC(=O)c1c(NC(=O)COC(=O)Cc2n[nH]c(=O)c3ccccc23)sc(C(=O)N(C)C)c1C
→ 3.1%	-25.9%	-15.6%
- CCOc1ccc(-c2nc(SCC(=O)Nc3ccc(C)c(C)c3)n3[nH]c(=O)cc3n2)cc1
→ -14.9%	-5.0%	-27.6%
- C[C@]12c3[nH]c4cc(-c5ccco5)ccc4c3CCN1C(=O)[C@@H](CC(=O)NCCC1=CCCCC1)C[C@@H]2C(=O)N1CCCCC1
→ u	-9.3%	u
- CC(=O)Nc1ccc(-c2csc(Nc3ccc(S(N)(=O)=O)cc3)n2)cc1
→ 9.0%	-1.7%	-4.2%
- COc1ccc(NC(=O)NNC(=O)CCC(=O)Nc2ccccc2Cl)cc1
→ 3.3%	4.9%	5.8%
- CCOC(=O)C1=C(C)N(c2ccc(OC)cc2)C(=O)/C1=C\c1ccc(O)c(OCC)c1
→ 23.1µM*	u	u
- CCOC(=O)CC1(c2ccc(OC)c(OC)c2)C(=O)c2ccccc2C1=O
→ 12.2%	-0.8%	-3.7%
- CC(C)(C)c1ccc(OCc2nc(-c3ccccn3)no2)c(Br)c1
→ u	x	u
- CCCn1c(C)nc2c(c1=O)c1nc3ccccc3nc1n2CCC1=CCCCC1
→ u	-7.1%	u
- COC(=O)C(NC(=O)c1ccccc1)(Nc1nccs1)C(F)(F)F (stereo unspecified)
→ 8.0%	-7.3%	5.1%
- CNc1nc(N)c([N+](=O)[O-])c(NCC2CCCO2)n1 (stereo unspecified)
→ u	-1.9%	u
- CC(C)(C)c1ccc(CN2C(=O)CSC2=O)cc1
→ 1.9%	-6.4%	-24.7%
- COc1ccc(NC(=O)c2ccc(NC(=O)N3CCSc4ncccc43)cc2)cc1
→ u	-6.3%	u
- Cc1ccc(C)c(N2CCN(C(=O)c3ccc(Nc4nc5ccccc5n5nnnc45)cc3)CC2)c1
→ 2.3%	3.5%	-11.0%
- O=C(NCC1CCCO1)c1nn2c(C(F)(F)F)cc(-c3cccs3)nc2c1Br (stereo unspecified)
→ 0.7%	-6.3%	-24.4%
- COc1ccc(C(=O)OCC(=O)Nc2c(C)cccc2C)c(OC)c1OC
→ -0.4%	-26.9%	u
- Cc1coc2c(C)c3oc(=O)c(CC(=O)NCCc4ccc(Cl)cc4)c(C)c3cc12
→ u	-2.4%	u
- NCCCNC(=O)Cn1c(=O)c2c3c(sc2n(Cc2ccccc2)c1=O)CCCC3
→ 20.6µM*	2.3%	u
